# HCV inhibitor = inhibitors of hepatitis C virus infection. Potency, µM (titrated, usually from 41.8 µM), inactives show at the highest dose activity change, negative = inhibition, most hits filed as inhibitors. Huh7.5.1 HCVcc-Cre infection, luciferase reporter, 44 h. 340,000 compounds, 3.4% hits; active = well fitted inhibition curve with a large enough effect; inconclusive = small, poorly fitted or top-dose-only effect, or another doubt; inactive = no such curve, though single readings can be large or run the other way
#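 1,000 cells/well; 4 h culture; + compound; + HCVcc-Cre (~0.5 moi); 44 h; luciferase substrate, RT 15 min; read 15 sec.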
# Active calls of the source: *; ? = inconclusive; [ ] = dose if it differs, or a comment. % is set by controls: 0 for no effect and ±100 for the full control effect; potency is the fitted concentration of half-maximal effect. Only part of the results is shown; rates above refer to the full screens.
# Start of the data: the first six records (preview)
Compound | HCV inhibitor
Cc1cc(C(=O)Nc2cc(S(C)(=O)=O)ccc2Cl)c(C)o1 | 32%[activator]
COc1ccc(-c2csc(NC(C)c3nc4cc(C(F)(F)F)ccc4n3CCOCCO)n2)cc1 (centres undefined) | 8.9µM*
CS(=O)(=O)c1ccc(C(=O)NNC(=O)c2cccs2)cc1 | 16%
S=C(N1CCCCCC1)N1CC1 | 18%
C[C@@H]1CCC[C@@]2(O[C@@H](CCO)C[C@H](O)[C@H]2O)O1 | -4%
CN(CCCC(=O)N1CCN(c2ncccn2)CC1)S(=O)(=O)c1ccc(F)cc1 | 4%

# Main list, repeating the preview:
Compound | HCV inhibitor
Cc1cc(C(=O)Nc2cc(S(C)(=O)=O)ccc2Cl)c(C)o1 | 32%[activator]
COc1ccc(-c2csc(NC(C)c3nc4cc(C(F)(F)F)ccc4n3CCOCCO)n2)cc1 (centres undefined) | 8.9µM*
CS(=O)(=O)c1ccc(C(=O)NNC(=O)c2cccs2)cc1 | 16%
S=C(N1CCCCCC1)N1CC1 | 18%
C[C@@H]1CCC[C@@]2(O[C@@H](CCO)C[C@H](O)[C@H]2O)O1 | -4%
CN(CCCC(=O)N1CCN(c2ncccn2)CC1)S(=O)(=O)c1ccc(F)cc1 | 4%
Cc1cc(C)c(NC(=O)CSc2nc3ccc(NC(=O)CSc4nnnn4Cc4ccccc4)cc3s2)c(C)c1 | ?
CCCCNC(=O)C(C1CCCCC1)N(CCN(C)C)C(=O)CCCN1C(=O)NC(c2ccc(-c3ccccc3)cc2)C(C(=O)OCc2ccccc2)=C1C (centres undefined) | 10µM*
COC(=O)C1=C(c2cccc(OC)c2OC)C[C@@H]2CC[C@H]1N2C(=O)NC(C)C | 16%
O=C(CSc1ncnc2c1oc1ccccc12)Nc1ccc2c(c1)OCCO2 | 7%
COC(=O)C1=C(C(=O)OC)[C@@H]2N(Cc3ccccc3)c3ccccc3[C@@]23C[C@@H](C(=O)OC)N(C(=O)NC(C)(C)C)C3=N1 | -15%
O=C(c1cc(Br)c(Br)s1)N1CCc2ccccc2C1 | -6%
O=C(Cc1ccc(NC(=O)C2CCN(C(=O)C3CC3)CC2)cc1)Nc1cccc(C(=O)N2CCCC2)c1 | 16%
CN(C)c1ccc(CNCc2cccnc2)cc1 | 23%
C[C@]12CC[C@H](O)CC1=CCC1C2CC[C@@]2(C)C1CC[C@@H]2NC(=O)CCC(=O)O (some centres undefined) | -13%
O=C(CC(=O)OCc1ccccc1)OCc1ccccc1 | 4%
CC(C)CN(C(=O)CN(C)CC(=O)Nc1ccccc1C#N)c1c(N)n(CC(C)C)c(=O)[nH]c1=O | 8%
C=C(C)CN=CC1(C)CCC(C)=CO1 (centres undefined) | -5%
CN(C)C(=O)CCc1ccc2c3c([nH]c2c1)[C@]1(CCC2CCCC2)[C@@H](C(=O)N2CCOCC2)C[C@H](CC(=O)NCCC2=CCCCC2)C(=O)N1CC3 | -7%
C=CCNC(=O)c1cccc2c1C(=O)c1ccc(N3CCOCC3)cc1S2(=O)=O | 6%
O=C1c2ccccc2C(=O)N1CCCn1c2ccc(Cl)cc2c2nc3ccccc3nc21 | 29%
COC(=O)[C@]1(CC(C)C)N[C@H](c2ccc(SC3CCCCC3)cc2)[C@@H]2C(=O)N(C)C(=O)[C@@H]21 | 3%
Nc1nc2cc(S(=O)(=O)N3CCOCC3)ccc2o1 | 0%
CCCCn1c(N)c(N(CC(C)C)C(=O)CN2C(=O)NC3(CCC(C(C)(C)CC)CC3)C2=O)c(=O)[nH]c1=O (centres undefined) | -14%
N#CCCN(C(=O)COC(=O)c1cccc(S(=O)(=O)N2CCCCCC2)c1)c1ccc(F)cc1 | -21%
COc1ccc(C2CC(c3cccc(Br)c3)=NN2c2ccc(S(N)(=O)=O)cc2)cc1 (centres undefined) | ?
Cc1cc(C)c(NS(=O)(=O)c2ccccc2)c(C)c1 | ?
CN(c1ccccc1)S(=O)(=O)c1cc(C(=O)OCC(=O)c2c(N)n(C)c(=O)n(C)c2=O)ccc1Cl | ?
CC1CCCCC1NC(=O)COC(=O)COc1ccccc1F (centres undefined) | 1%
O=S1(=O)[C@H]2C[C@H](CO)O[C@@]2(CO)CN1Cc1ccc(-c2cccc(Cl)c2)cc1 | ?
COCCCNC(=O)CC1C[C@H](C(=O)N(C(C)C)C(C)C)[C@@]2(C)c3[nH]c4ccc(OC)cc4c3CCN2C1=O (some centres undefined) | 6%
CCC1CC(=O)CCN1S(=O)(=O)c1ccc(C)cc1 (centres undefined) | 18%
COc1ccc(CC(=O)N(C)Cc2ccc(OC(F)F)cc2)cc1S(=O)(=O)N1CCOCC1 | -15%
Nc1cc([N+](=O)[O-])ccc1OCc1ccccc1 | ?
COCCN=C(NS(=O)(=O)c1cccs1)c1ccccc1Cl | -8%
CC(=O)N1CCN(C(=O)c2ccc(Cl)c(S(=O)(=O)N3CC(C)OC(C)C3)c2)CC1 (centres undefined) | 2%
O=C(Cn1cc(C(F)(F)F)ccc1=O)N1CCCc2ccccc21 | 7%
Nc1nc(N)c(N=Nc2ccccc2)c(=O)[nH]1 | -9%
O=C(NCc1ccccn1)c1cccc(S(=O)(=O)N2CCc3ccccc32)c1 | ?
COc1ccc2nc(-c3ccccc3)[nH]c(=O)c2c1 | 2.8µM*
CC(C)(C)CN1C(=O)C(=O)NC[C@@H]1CCCCN | 4%
CCOc1ccccc1OCCC(=O)Nc1ccc2c(c1)OCO2 | ?
CNC(=O)Oc1cc2c(cc1C(C)(C)C)CCC2 | -3%
Cc1ccc(S(=O)(=O)NC(=S)c2ccccc2)cc1 | 15%
COc1cc2nc(CN3CCN(S(=O)(=O)c4ccc(Br)cc4)CC3)[nH]c(=O)c2cc1OC | 3%
Cc1ccc(S(=O)(=O)N2CCC(C(=O)N3CCCCCCC3)CC2)cc1 | 19%
CCOC(=O)C1=CN(Cc2cccc(F)c2)S(=O)(=O)N(CC)C1c1cccc(OC)c1 (centres undefined) | 5%
O=C1OC[C@H]2CCCN2C(=O)[C@@H](CC(=O)N(CCO)Cc2ccccc2)C/C=C\C[C@H]1Cc1ccc(F)cc1 | -3%
S=C1NCCN1CC1CCN(CCCC2CCCC2)CC1 | -2%
O=C(COC(=O)c1ccco1)NC12CC3CC(CC(C3)C1)C2 | 11%

# Individual results from the list:
# Result for COc1cc2nc(CN3CCN(S(=O)(=O)c4ccc(Br)cc4)CC3)[nH]c(=O)c2cc1OC under HCV inhibitor: 3%
# Result for O=C(COC(=O)c1ccco1)NC12CC3CC(CC(C3)C1)C2 under HCV inhibitor: 11%
# Result for CC(C)(C)CN1C(=O)C(=O)NC[C@@H]1CCCCN under HCV inhibitor: 4%
# Result for O=C1OC[C@H]2CCCN2C(=O)[C@@H](CC(=O)N(CCO)Cc2ccccc2)C/C=C\C[C@H]1Cc1ccc(F)cc1 under HCV inhibitor: -3%

# Remaining list, next part
Compound | HCV inhibitor
COc1ccc(-c2nc3c(s2)CCc2onc(-c4ccc(Br)cc4)c2-3)cc1 | 6%
Cc1ccc([C@H]2C(C(=O)O)=CC[C@@H](c3cccc(Cl)c3)N2S(=O)(=O)c2ccc(C)cc2)cc1 | -14%[8.37 µM]
CCN(C(=O)COC(=O)C(c1ccccc1)c1ccccc1)c1c(N)n(Cc2ccccc2)c(=O)[nH]c1=O | 1%
COC(C[C@H]1O[C@H]1C(=O)[C@H](C)OCc1ccccc1)OC | 15%
CCOc1ccc(C(=O)NCC(=O)NNC(=O)c2ccco2)cc1OCC | -14%
CSc1ccccc1NC(=O)CN(C)C(=O)COc1ncnc2ccccc12 | ?
COc1ccccc1NC(=O)COC(=O)/C=C/c1ccc(OC)c(OC)c1 | ?
COc1ccc(NCC(=O)NN=C2CCS(=O)(=O)c3ccc(F)cc32)cc1 | -3%
O=S(=O)(O)c1ccc(Cl)c(Cl)c1 | 8%
CC(/C=C/c1ccc(O)cc1)=NNc1ccccc1 | ?
O=C1OC[C@@H]2CCCN2C(=O)[C@H](CC(=O)N(CCO)Cc2ccccc2)C/C=C\CC[C@@H]1Cc1ccc(F)cc1 | 6%
CC(=O)C[C@@H](O)CC(=O)[C@H]1OC(=O)[C@H](C)CCCCc2ccccc21 | 4%
CC(=Nc1ccccc1)C1=C(O)C(Cc2ccccc2)NC1=O (centres undefined) | 21%
O=c1ccc(=O)n(CCc2ccccn2)[nH]1 | 18%
O=C(O)CN1C(=O)S/C(=C\c2ccc3c(c2)OCO3)C1=O | 12%
C=CS(=O)(=O)N(Cc1ccccc1Br)[C@H](CO)CC(C)C | 1%[8.37 µM]
CC1CC(OC(=O)c2ccccc2C(=O)c2ccc(Cl)cc2)C(=O)O1 (centres undefined) | 9%
CCCCN(Cc1cc2cc(OC)ccc2[nH]c1=O)C(=O)COc1ccccc1 | -11%
CC1CCCCN1N=Nc1nc2c([nH]1)c(=O)n(C)c(=O)n2C (centres undefined) | -7%
COc1cccc2sc3cc(NCC[C@@H]4CCCN4C)ccc3c(=O)c12 | ?
Cc1ccc(C(C)C)c(OCC(=O)c2c(O)c3ccccc3oc2=O)c1 | 3%
CSc1ncnc2[nH]ncc12 | 3%
COc1ccc(CC(=O)N/N=C(\C)c2ccc(Br)s2)cc1 | 14%
Cc1ccc(S(=O)(=O)N2CCN(C(=O)CNC(=O)c3ccc(Cl)cc3)CC2)cc1 | -5%
Cc1cc(C=O)c(C)c2c1[nH]c1ccccc12 | -26%
O=C(c1ccco1)N1CCN(C(=O)c2cc(-c3ccncc3)nc3ccc(Br)cc23)CC1 | ?
CC(C)(C)c1ccc(OCCCCCCN2CCNCC2)cc1 | 7.9µM*
O=C1[C@H](Cc2ccccc2)NCC=CC[C@@H](c2ccc(Cl)cc2)N1Cc1ccccc1 | 35%[activator][8.37 µM]
CSCCC(NC(=O)c1cc(S(=O)(=O)N2CCOCC2)ccc1C)c1nc2ccccc2[nH]1 (centres undefined) | -2%
COc1ccc(C(=O)C(C)OC(=O)CN2C(=O)c3ccccc3C2=O)cc1 (centres undefined) | -2%
CS(=O)(=O)c1ccc(C(=O)OCC(=O)NCc2cccs2)cc1[N+](=O)[O-] | ?
O=C1OC[C@H]2CCCC[C@@H](CO)ON12 | -3%
O=C(CN1CCN(c2ccc(O)cc2)CC1)Nc1ccc(S(=O)(=O)N2CCCC2)cc1 | ?
Cc1sc2ncnc(SCC(=O)Nc3ccc(S(=O)(=O)N4CCOCC4)cc3)c2c1C | 18%
COc1cc(C)ccc1OCC(=O)OCC(=O)c1ccc[nH]1 | 5%
CC[C@H]1CC2CN3CCc4c([nH]c5cc(OC)ccc45)[C@](C(=O)OC)(C2)[C@H]13 | 35µM*
O=c1onc(-c2ccccc2)n1-c1cc(Cl)cc(Cl)c1 | -8%
CCc1nnc(NS(=O)(=O)c2ccc(NC(=O)c3cccc(OC(F)(F)C(F)F)c3)cc2)s1 | 14%
Cc1cc([N+](=O)[O-])ccc1P(=O)(O)c1ccc([N+](=O)[O-])cc1C | 25%
Cc1ccc(S(=O)(=O)NC2CC3CCC2C3)cc1 (centres undefined) | 3%
CC12CCC3c4ccc(OC(=O)N(CCCl)CCCl)cc4CCC3C1CCC2O (centres undefined) | ?
CCCNC(=O)N1[C@H]2CC[C@@H]1C(C(=O)OC)=C(c1ccc(S(C)(=O)=O)cc1)C2 | 20%
CN(C)S(=O)(=O)N1CCC(Oc2ccc(C(=O)N3C[C@@H]4CCC[C@H]3C4)cc2)CC1 | -27%
C[C@]12C(=O)N(c3ccc(Cl)cc3)C(=O)N1[C@@H]1c3ccccc3OC[C@@H]1[C@H]2c1ccccc1 | ?
CC(OC(=O)c1cccc(N(C)C)c1)C(=O)N1CCc2ccccc2C1 (centres undefined) | -7%
CN(CCc1ccccc1)C(=O)c1ccc(NC(=O)Cc2ccc(NC(=O)C3CCN(C(=O)C4CCC4)CC3)cc2)cc1 | -7%
COc1ccc(Cl)cc1C(=O)NNC(=O)COC(=O)c1ccc(Br)o1 | 8%
Cc1ccc(-c2nnc(-c3ccccc3)o2)cc1Br | 0%
COc1ccc(OC)c(/C=N\Nc2nccs2)c1 | ?
CC[C@H](C)/C=C/C1=CC2=C(Cl)C(=O)[C@@]3(C)OC(=O)C(C(=O)[C@H](C)[C@@H](C)O)=C3C2=CO1 | -12%

# Other entries:
Compound | HCV inhibitor
Cc1csc(SCC(=O)NC2CCS(=O)(=O)C2)n1 (centres undefined) | -3%
COc1ccc(CCNC(=O)CN2C(=O)NC3(CCCCC3C)C2=O)cc1 (centres undefined) | 7%
Nc1ccc(Sc2ccc(N)cc2)cc1 | 12%
CNC[C@@H]1Oc2c(NC(=O)Nc3ccccc3)cccc2C(=O)N([C@@H](C)CO)C[C@H]1C | -7%
COc1cc2c(c(OC)c1O)-c1ccc(OC)c(=O)cc1C(NC(=O)C(F)(F)F)CC2 (centres undefined) | -10%
O=C(NCCCN1CCOCC1)c1cc(-c2ccco2)nc2ccccc12 | 8%
CC1(C)C(=O)Nc2ccccc2N1C(=O)COc1ccc(C#N)cc1 | 4%
CCOc1cc(C)nc(N2CCC(C(=O)NCC3CCCO3)CC2)n1 (centres undefined) | ?
O=C(NN=Cc1cc(Cl)ccc1[N+](=O)[O-])c1ccco1 | -19%
O=C(CC1OC(=O)c2ccccc21)Nc1cc(Cl)ccc1N1CCOCC1 (centres undefined) | ?
COc1cc(CC(CC(=O)c2ccc3c(c2)OCO3)C(=O)O)cc(OC)c1OC (centres undefined) | -6%
OCC1OC2C(NC(=S)N2c2ccccc2)C(O)C1O (centres undefined) | 32%[activator]
Cc1ccc(C2C(C(=O)c3sc(-c4ccccc4)nc3C)=C(O)C(=O)N2CCN(C)C)o1 (centres undefined) | 8%
O=C(Cn1cc([N+](=O)[O-])cn1)NCc1ccccc1Cl | 5%
O=C(CSc1nc2nn(-c3ccccc3)c(=O)c-2c2n1CCCCC2)Nc1ccc(F)c(F)c1 | ?
COc1ccc(-n2c(SCC(=O)Nc3nccs3)nnc2-c2ccc(Cl)cc2)cc1 | -6%
CCN(C(=O)CSc1ncccn1)c1cccc2ccccc12 | -5%
c1ccc(C[n+]2ccc3ccccc3c2)cc1 | ?
